# Screening results as filed in PubChem BioAssay.
# human PMI inhibition = inhibitors of human PMI, primary screen, biochemical, fluorescence intensity, coupled assay (AID 1209); purified PMI enzyme, coupled fluorescence intensity; higher % means a stronger effect; 0.42% of 190,000 active; one-dose inhibition, % at 20 µM; IC50 in µM for titrated hits; in the data active = inhibition above about 50%;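 note: plate controls were DMSO vehicle for no effect and wells lacking substrate for full effect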
# Myeloid diff 2 = myeloid differentiation induction. calls only at 10 µM. ER-HoxA9 myeloid progenitors, lysozyme-GFP differentiation, flow cytometry. 1% of 360,000 active;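 active = normalized GFP-positive differentiation at or above the plate's own cutoff, the solvent-only control mean plus 3 SD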;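 note: cells exposed to compound for four days before flow analysis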
# T cell modulator = T cell immune modulators affecting CD8 T cell-vesicle binding | 0.068% of 330,000 active | AID 2052 | 2C CD8+ T cell-vesicle binding, flow cytometry; stronger effect = lower value | calls only at 7 µM;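 active = response, share of CD8 T cells binding vesicles, and their 90th percentile fluorescence all below set limits, cut at about 80% in these data, passing the limit was not always enough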
#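 material = purified 2C TCR transgenic mouse naive CD8+ T cells | controls = Unloaded micro-vesicles (low), QL9 vesicles with 0.7% DMSO (high) | detection = cytometric PE anti-B7-1 and Alexa647 anti-CD8 signals after 1% paraformaldehyde fixation | incubation = binding step 1.5 h, 37 °C, antibody labelling 20 min, ice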
# b-catenin transl = alters nuclear translocation of beta-catenin in HeLa cells; AID 1665; 0.3% of 190,000 active; immunofluorescence imaging; nuclear translocation activity, % at 5 µM;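 active = nuclear translocation activity above 50% at 5 µM, with a well cell count of 50 or more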;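 note: per-cell ratio of nuclear to cytoplasmic median beta-catenin stain intensity; plate controls were DMSO negative control for no effect and GSK-3 inhibitor IX positive control for full effect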
#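 assay system = human HeLa cells, endogenous beta-catenin | times = compound treatment 24 h, 37°C, 5% CO2 | detection = Anti-beta-catenin immunofluorescence on PFA-fixed, Triton-permeabilized cells, DAPI nuclei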
# Hep lipid drop = modulators of hepatic lipid droplet formation | AML12 mouse hepatocytes, oleate lipid droplets, BODIPY imaging | 0.4% of 240,000 active | inhibition, % at 6.5 µM;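 active = lipid droplet intensity inhibited by at least 50%, with more than 500 cells counted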
#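 Material – AML12 mouse liver cells · Also added – oleate loading, 100 µM · Compound dosing – 6.5 µM single-point dosing · Times – overnight treatment with compound plus oleate · Measured by – fluorescence imaging, 20x objective, two fields per well · Read-out – percent inhibition of filter-corrected integrated lipid droplet intensity per well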
# Dynein transport = blocks dynein driven cargo transport along microtubules | z-score, hits read low | 3617.4 mouse cells, GR-EGFP nuclear translocation imaging; test concentration mostly 20 µM; stimulated with dexamethasone, 1 µM; stronger effect = lower value | 0.47% of 220,000 active;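 active = plate z-score of nuclear minus cytoplasmic receptor signal below a set negative limit, without overly bright fluorescence or cell loss, cut at about -3.5 in these data, passing the limit was not always enough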;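 note: z-score of nuclear minus cytoplasmic ring GR-EGFP intensity difference per well; some compounds called inactive have numbers as strong as hits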
#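 Buffer or medium: Induction medium lacking tetracycline, stripped serum | Also added: Dexamethasone agonist, 1.0 µM final, for 30 min | Timing: 48 h induction, 1 h compound, 30 min dex at 37 °C | Detection: Formaldehyde fixation, Hoechst nuclear stain, 10x automated fluorescence imaging | Measure: Nuclear versus cytoplasmic GR-EGFP signal, averaged per well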
# Ins promoter up = MIN6 insulin promoter up-regulation. MIN6 insulin promoter-GFP reporter, high-content imaging; stronger effect = higher value. z-score at 5 µM. 0.3% of 190,000 active. AID 1625;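 active = z-score above 3 at 5 µM with at least 500 cells counted in the well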
# MT stabilizer = stabilizes microtubules in HeLa cells | HeLa tubulin immunostaining HCS, 24 h; share of cells brighter than vehicle mean+2SD | % tubulin-high responders, % at 10 µM | 0.83% of 200,000 active;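 active = plate Z-score above 3 for both tubulin-high and condensed-nucleus cell shares, with cell loss under 80%, at 10 µM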;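 note: anti alpha tubulin signal scored within the nucleus-defined area of each cell; some results filed as inactive read as strong as hits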
# TNAP activation fold = human TNAP enzyme activators, primary screen, biochemical, luminescent, no phosphate acceptor, uHTS (AID 1001); 0.03% of 200,000 active; purified TNAP, luminescent activation assay, no phosphate acceptor; higher activation fold means a stronger effect; activation fold at 20 µM, or EC50 in µM where a hit was titrated; in the data active = activation fold from about 3, or a potency from the dose series; inactive = the rest, 99 in 100 with activation fold below about 1.6; note: many of its hits are not listed in these tables
# Dynein transport cytoplasmic EGFP = further read-out of Dynein transport, marked with its call; z-score; measured here: cytoplasmic GR-EGFP intensity; stronger effect = higher value
# Dynein transport nuclear GR-EGFP = recorded beside Dynein transport, whose call it bears; z-score; measured here: nuclear GR-EGFP intensity;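 lower value marks the stronger effect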
# Dynein transport cell count = second read-out of Dynein transport, no call of its own (marks repeat the call); z-score; measured here: cell count per field
# Ins promoter up cell count = recorded beside Ins promoter up, whose call it bears; cell count; measured here: cytotoxicity, nuclei count;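 total cells summed across four imaged fields per well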
# Hep lipid drop cells 6.5 µM = also measured in Hep lipid drop; calls as there; cell count; measured here: cell count, cytotoxicity flag;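 cells counted across two imaged fields per well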
# b-catenin transl cell count 5 µM = also measured in b-catenin transl; calls as there; cell count; measured here: cell count, cytotoxicity flag
# T cell modulator vesicle-bound % = second read-out of T cell modulator, no call of its own (marks repeat the call); double positive events, %; measured here: CD8+ vesicle-bound cell fraction;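 binding gate set so that unloaded-vesicle control wells show 10% double positive cells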
# MT stabilizer Hoechst-high % = also measured in MT stabilizer; calls as there; % Hoechst-high responders; measured here: nuclear condensation Hoechst responders;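 share of cells brighter than vehicle mean plus two SD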
# MT stabilizer cytotoxicity % = recorded beside MT stabilizer, whose call it bears; toxicity, %; measured here: cytotoxicity by cell density;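 0% = mean cell density of plate MIN control wells and 100% = no cells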
# Myeloid diff 2 GFP+ MAC1+ % = second read-out of Myeloid diff 2, no call of its own (marks repeat the call); GFP+ MAC1+ double positive, %; measured here: differentiation confirmed by MAC1 staining
# Numbers without * were called inactive; i = inactive; nt = no result given. Rows were taken by chance; overall some 3% were active at least once.
SMILES,human PMI inhibition,Myeloid diff 2,Myeloid diff 2 GFP+ MAC1+ %,T cell modulator,T cell modulator vesicle-bound %,b-catenin transl,b-catenin transl cell count 5 µM,Hep lipid drop,Hep lipid drop cells 6.5 µM,Dynein transport,Dynein transport cytoplasmic EGFP,Dynein transport nuclear GR-EGFP,Dynein transport cell count,Ins promoter up,Ins promoter up cell count,MT stabilizer,MT stabilizer Hoechst-high %,MT stabilizer cytotoxicity %,TNAP activation fold
Cc1ccc2oc(Nc3nc(C)cc(C)n3)nc2c1,4.4%,i,0.5,i,57.8,-0.2,1124,nt,nt,0.435,-0.196,0.387,-0.374,-0.67,1032,2.3,2.0,8.0,1.8
Cn1cc(Cl)nc1C(O)c1ccccc1 (stereo not drawn),-1.0%,i,0.1,i,49.2,-1.0,1057,-11.3,465,0.0528,-0.273,-0.121,0.241,-0.07,1416,2.8,3.7,7.2,1
O=C(Cc1ccccc1)Nc1cccc(N2CCCC2)c1,28.6%,i,5.7,i,22.1,0.4,888,-13.8,653,0.965,0.0153,1.36,-2.18,-0.33,1487,3.6,2.1,6.0,1.1
CN(C)Cc1c(O)ccc2[nH]cnc12,36.5%,i,0.4,i,54.9,-0.6,1177,4.7,778,-0.574,-0.181,0.0153,0.417,0.32,1227,2.3,2.4,10.5,0.9
O=C(N/N=C1\CC2CC=CC12)c1ccc(Br)cc1 (stereo not drawn),-2.0%,i,1.8,i,24.5,-1.7,1100,4.7,644,-0.784,-0.226,-0.594,-0.001,-0.6,1549,1.7,1.9,3.7,1.1
COc1cc(/C=N/O)cc(Br)c1OCc1cccc(Cl)c1,4.6%,i,0.1,i,35.1,2.2,1381,nt,nt,-1,-0.186,-0.607,1.59,-0.65,1344,2.3,2.1,5.3,0.9
CC(C)(C)NC(=O)C(c1ccccc1)N(C(=O)c1csnn1)C1CC1 (stereo not drawn),-14.2%,i,0.8,i,29.9,-9.0,1104,nt,nt,0.0406,0.322,0.233,-0.282,0.08,1327,2.8,3.5,10.7,1.1
CC(C)(C)C(=O)Cn1c(=O)n(CC2CCCO2)c(=O)c2ccccc21 (stereo not drawn),7.3%,i,1.9,i,37.2,-3.8,529,54.6*,741*,-0.745,-0.233,0.381,0.305,0.05,1175,2.6,2.1,13.1,1.1
CCc1nc(NC(C)(C)C)c2cnn(-c3ccccc3)c2n1,nt,i,0.5,i,60.3,0.3,1182,6.1,809,0.467,-0.267,0.217,-0.239,-0.05,1380,nt,nt,nt,nt
O=C(O)c1ccc(N=c2oc3cc(O)ccc3cc2C(=O)NCc2ccccc2)cc1,10.2%,i,0.4,i,4.4,0.4,1080,-1.5,721,1.06,-0.325,0.339,-0.455,0.88,1218,2.8,2.9,8.2,0.9
O=C(N/N=C/c1ccc(Br)o1)c1cncc(Br)c1,10.3%,i,0.1,i,41.7,0.7,967,6.7,692,0.904,-0.3,0.0676,-0.301,0.4,1269,4.0,3.4,1.4,1.1
O=C(O/N=C/c1ccc2c(c1)OCO2)c1ccc([N+](=O)[O-])cc1,-7.7%,i,0.3,i,33.2,-0.2,1133,6.6,739,1.58,-0.121,0.734,-1.27,-0.65,1343,1.8,1.6,7.0,1.1
N#CC1(c2c(O)nc3n(c2=O)CCCS3)CCCCC1,0.1%,i,0.9,i,5.4,-0.3,1087,nt,nt,0.0241,-0.337,0.0757,0.0251,0.11,1214,6.0,3.8,7.2,1
COc1ccc(CN2CCSCC2)cc1O,4.3%,i,0.8,i,51.1,-5.8,1196,5.3,762,-0.489,-0.0664,0.0337,-0.307,-1.1,904,1.4,1.5,3.2,1.1
Cc1ccc(C)c(NC(=O)c2ncn[nH]2)c1,1.1%,i,4.6,i,37.2,1.5,1330,nt,nt,-0.43,-0.266,-1.05,1.25,-0.03,1564,3.2,2.0,8.1,1.1
Cc1cc(C)n(-c2cc(C(C)(C)C)nc3c(-c4ccc(Cl)cc4)cnn23)n1,5.7%,i,3.1,i,38.3,nt,nt,nt,nt,-1.07,-0.163,-1.29,0.574,nt,nt,2.3,1.0,9.3,1
Cc1ccc(S(=O)(=O)N(C)CC(=O)OCC(=O)Nc2ccccc2)cc1,nt,i,1.0,i,19.4,-1.1,1318,11.0,691,0.766,-0.00636,0.434,-0.966,1.6,1119,nt,nt,nt,nt
CCOC(=O)c1[nH]c2ccc(F)cc2c1NC(=O)CCN1CCOCC1,-2.5%,i,0.7,i,62.1,3.0,495,23.3,794,1.3,-0.186,1.37,-0.858,0.73,1189,4.4,2.0,13.0,1
Cc1ccc(C)c(N(CC(=O)NC2CCCC2)C(=O)c2cc3cc4cccc(C)c4nc3s2)c1,15.2%,i,1.9,i,19.9,nt,nt,nt,nt,-0.457,-0.223,-0.509,0.197,nt,nt,2.1,1.9,13.3,1
O=C(N/N=C\c1ccc(-c2ccc([N+](=O)[O-])cc2)o1)c1ccc2c(c1)OCO2,4.1%,i,0.3,i,48.8,-1.6,1110,-1.9,689,-0.364,0.484,0.36,-0.496,0.48,1431,4.5,4.2,1.8,0.9
Cc1ccccc1NC1=C(Cl)C(=O)N(C2CCCCC2)C1=O,-0.2%,i,1.2,i,3.6,-1.2,505,-6.7,734,-0.113,-0.218,-0.0558,-0.298,-0.1,1097,1.5,1.0,7.3,1
COc1ccccc1OCC(=O)NN=C(Cc1ccccc1)Cc1ccccc1,-0.1%,i,0.7,i,42.3,nt,nt,2.0,658,-0.812,-0.104,-0.472,0.0722,0.77,756,1.1,2.9,2.7,1.1
CCOc1ccc(NC(=O)C[n+]2ccc(N(C)C)cc2)cc1,11.5%,i,0.4,i,46.8,-2.9,1090,-9.9,665,0.117,-0.26,0.878,-0.00539,1.11,1412,2.9,3.8,7.9,1.4
O=c1c2ccccc2nc(-c2cccs2)n1-c1ccc2ccccc2c1,5.5%,i,0.4,i,47.7,2.1,932,-4.7,586,-0.533,-0.0952,-0.573,0.53,-0.36,2201,2.9,2.6,1.3,1.1
CC(=O)/C(C#N)=C1\NC(=O)C(Cc2ccc(C)c(C)c2)S1 (stereo not drawn),-10.9%,i,0.9,i,57.7,-2.1,964,nt,nt,-0.716,-0.203,0.46,0.314,0.09,1514,1.4,1.1,5.0,1.1
# New compounds follow
SMILES,human PMI inhibition,Myeloid diff 2,Myeloid diff 2 GFP+ MAC1+ %,T cell modulator,T cell modulator vesicle-bound %,b-catenin transl,b-catenin transl cell count 5 µM,Hep lipid drop,Hep lipid drop cells 6.5 µM,Dynein transport,Dynein transport cytoplasmic EGFP,Dynein transport nuclear GR-EGFP,Dynein transport cell count,Ins promoter up,Ins promoter up cell count,MT stabilizer,MT stabilizer Hoechst-high %,MT stabilizer cytotoxicity %,TNAP activation fold
O=C(O)CCC(=O)Nc1ccc(-n2ccc(C(F)(F)F)n2)cc1,nt,i,0.3,i,20.0,-0.2,1354,5.0,725,0.941,-0.205,1.23,-1.59,0.16,1015,nt,nt,nt,nt
Cc1c(C#N)c2ccccc2n1CC(=O)NCCc1c[nH]c2ccccc12,5.2%,i,2.2,i,32.1,0.2,1125,nt,nt,-0.281,-0.327,-0.0555,0.863,-1.61,991,1.8,3.2,4.0,1.1
COc1ccc2c(c1OC)C(=O)N1c3ccccc3C(=O)N(c3ccccc3)C21 (stereo not drawn),15.2%,i,1.2,i,30.2,nt,nt,37.7,710,0.09,0.0582,0.101,-0.581,-0.2,1267,5.8,3.5,0.9,1.1
CSCCOC(=O)COc1ccc(/C=N/NC(=O)c2c(Cl)cnn2C)cc1,nt,i,0.3,i,17.3,-2.9,1257,4.3,745,0.123,-0.105,-0.172,0.156,0.46,1464,nt,nt,nt,nt
COCCN(C(=O)CC1C(=O)NCCN1CC(c1ccccc1)c1ccccc1)C(C)C (stereo not drawn),8.7%,i,0.3,i,56.8,1.2,954,-2.6,721,0.437,-0.173,0.373,-0.956,nt,nt,3.3,3.6,7.5,1
CCC(C)NC(=O)c1ccccc1NS(=O)(=O)c1ccc(OC)c(OC)c1 (stereo not drawn),11.4%,i,0.6,i,3.7,-0.7,1135,-2.4,742,-0.408,-0.24,-0.39,-0.528,-0.57,1272,3.3,2.5,4.5,1.1
CCOC(=O)N1CCN(C(=O)CN(c2ccc(C)c(C)c2)S(=O)(=O)c2ccccc2)CC1,8.9%,i,0.5,i,24.4,-0.8,1107,nt,nt,0.469,-0.542,0.159,0.233,-0.14,1312,1.7,1.2,7.9,1
O=C(C[n+]1ccccc1)N/N=C/c1ccccc1F,-10.2%,i,0.4,i,30.4,0.5,1161,-5.0,687,0.677,-0.103,0.48,-0.117,0.3,1290,1.0,2.0,6.3,1.1
Cc1nnc(NC(=O)CSc2ncnc3c2cnn3-c2ccccc2C)s1,-5.2%,i,8.6,i,17.4,nt,nt,nt,nt,-0.21,-0.201,-0.433,0.3,nt,nt,1.7,1.6,6.5,1.1
Cc1onc(-c2c(F)cccc2Cl)c1C(=O)NC(=S)Nc1c(C)n(C)n(-c2ccccc2)c1=O,-0.3%,i,0.1,i,56.4,2.6,1463,-6.6,698,0.114,-0.233,0.368,0.921,-0.27,1477,5.8,2.0,9.1,0.9
